MEKK2wt PB1 HTS = raises or lowers MEK5 binding to wildtype human MEKK2 PB1 domain. Q9Y2U5. bead flow cytometry, Alexa488-MEK5 binding to MEKK2 WT; actives lie on both sides. binding response (% of control), % at 10 µM. 290,000 tested, 1.1% active. AID 1531; in the data active = binding response below about 67% or above about 130%
FID counter = displaces DNA intercalator in HCV helicase counter-screen; DNA fluorescent intercalator displacement, fluorescence; inhibition, % at 7.9 µM; 290,000 tested, 0.17% active; AID 1845; in the data active = inhibition above about 37%;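 also: 0% = vehicle and 100% = reference compound; higher means more ethidium bromide displaced from hairpin DNA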
CRFBP-R2 agonist = agonists of human CRF-binding protein/CRF-R2 receptor complex; HEK293 CRF-R2/CRF-BP, calcium dye fluorescence (FLIPR); percent of saturating CRF peptide response; 350,000 tested, 0.46% active; activation, % at 13.2 µM;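 active = activation of at least 50%, plus an integration ratio under a set limit after plate pattern correction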;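 also: plate controls were neutral control wells without compound for no effect and CRF at EC100 for full effect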
MEKK3 PB1 HTS = raises or lowers MEK5 binding to the human MEKK3 PB1 domain. Q99759. bead-based flow cytometry, Alexa488-MEK5 binding to MEKK3; actives lie on both sides; 0 = blocked by unlabeled MEK5, 100 = vehicle. binding response (% of control), % at 10 µM. 290,000 tested, 1.4% active. AID 1529;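 active = binding response more than 3 SD above or below the average of its plate-row segment, actives on both sides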;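 also: Alexa488 bead fluorescence after subtracting the streptavidin-only scavenger bead signal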
Target sequence (Q99759 whole entry, looked up, the tested form may be a part): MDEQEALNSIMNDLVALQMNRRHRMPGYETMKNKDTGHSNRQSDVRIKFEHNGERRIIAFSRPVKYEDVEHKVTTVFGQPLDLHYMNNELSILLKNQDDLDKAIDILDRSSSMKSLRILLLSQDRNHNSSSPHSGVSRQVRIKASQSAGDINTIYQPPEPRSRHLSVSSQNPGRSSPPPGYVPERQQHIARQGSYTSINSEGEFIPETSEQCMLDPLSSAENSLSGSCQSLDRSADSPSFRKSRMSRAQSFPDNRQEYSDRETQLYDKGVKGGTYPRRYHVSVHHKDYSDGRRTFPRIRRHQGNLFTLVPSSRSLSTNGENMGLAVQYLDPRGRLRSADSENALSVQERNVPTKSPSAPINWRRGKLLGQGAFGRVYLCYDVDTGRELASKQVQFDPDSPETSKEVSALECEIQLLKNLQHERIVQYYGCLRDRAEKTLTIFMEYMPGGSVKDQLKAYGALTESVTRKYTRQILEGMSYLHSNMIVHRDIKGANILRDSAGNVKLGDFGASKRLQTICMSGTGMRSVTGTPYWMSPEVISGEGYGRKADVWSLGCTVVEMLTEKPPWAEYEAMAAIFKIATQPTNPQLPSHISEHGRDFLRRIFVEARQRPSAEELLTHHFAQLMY
MEKK2mut PB1 HTS = signal of MEK5 binding to mutant human MEKK2 PB1 domain. bead flow cytometry, Alexa488-MEK5 binding to MEKK2 mutant. percent response, % at 10 µM. 290,000 tested, 0.35% active; in the data active = percent response above about 24%, passing the limit was not always enough; also: inactives centre near 1; some results filed as inactive read as strong as hits
UBC9 SUMO inh = inhibitors of human SUMOylation (UBC9); 290,000 tested, 0.36% active; AID 2006; HTRF SUMOylation assay, SAE1/SAE2 + UBC9, in vitro; inhibition, % at 35 µM; in the data active = inhibition above about 50%, passing the limit was not always enough; also: strong numbers were not always called active
HCV NS3 hel inh = blocks Hepatitis C virus NS3 helicase unwinding; NS3 helicase DNA unwinding, Cy5 molecular beacon fluorescence; 290,000 tested, 0.56% active; inhibition, % at 10.9 µM;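 active = inhibition above the mean of all tested compounds plus 3 SD, set per campaign, cut at about 35% in these data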;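 also: 0% = DMSO wells and 100% = thioflavine S control wells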
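Compound dosing – single dose, 10.9 µM nominal final, DMSO 0.8% final · System – NS3 helicase fragment of HCV · Buffer or medium – MOPS pH 6.5, MgCl2, DTT, Tween20, BSA · Signal – Cy5 beacon fluorescence read at start and 1 h · Also added – annealed dual-labelled DNA beacon duplex, ATP-started · Schedule – 1 h at 25 °C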
GalR3 antag = blocks the human galanin receptor 3; O60755; inhibition, % at 3 µM; AID 651719; 360,000 tested, 0.44% active; HEK293 GalR3-CNG cAMP membrane potential fluorescence; galR3 body fused to GalR1 C-terminus;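 active = inhibition above the screen-wide average plus 3 SD, cut at about 13% in these data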;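 also: forskolin and galanin both at EC90 stimulate the cells; cAMP rise reported by CNG channel membrane potential dye signal; 0% = forskolin plus galanin with DMSO and 100% = forskolin alone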
Target sequence (O60755 1-299 limits assumed): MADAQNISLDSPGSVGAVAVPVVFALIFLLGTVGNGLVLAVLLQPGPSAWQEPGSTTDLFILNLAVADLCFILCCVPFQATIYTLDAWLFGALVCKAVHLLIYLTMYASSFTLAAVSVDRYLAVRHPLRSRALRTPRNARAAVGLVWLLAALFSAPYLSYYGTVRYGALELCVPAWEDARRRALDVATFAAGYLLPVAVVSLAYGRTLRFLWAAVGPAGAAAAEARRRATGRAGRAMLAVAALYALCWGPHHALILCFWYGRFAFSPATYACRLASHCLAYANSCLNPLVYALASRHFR
CRFBP-R2 block = CRF-BP/CRF-R2 complex antagonism; 350,000 tested, 0.59% active; HEK293 CRF-R2/CRF-BP, CRF-induced calcium fluorescence; inhibition, % at 11.8 µM;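 active = inhibition of the ligand-induced calcium signal above about 50% at the single tested concentration, limit read from the data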
* = called active by the depositor; . = not tested or not shown. Only part of the results is shown; count on the stated rates, not on these rows.

SMILES	MEKK2wt PB1 HTS	FID counter	CRFBP-R2 agonist	MEKK3 PB1 HTS	MEKK2mut PB1 HTS	UBC9 SUMO inh	HCV NS3 hel inh	GalR3 antag	CRFBP-R2 block
Cc1cccc(-n2ccc(=O)c(C(=O)Nc3ccc(S(=O)(=O)Nc4nccs4)cc3)n2)c1	106	-32	-0.8	103	0	4	6	-5	2
COc1ccc(CCN(Cc2cccs2)S(=O)(=O)c2ccc(-n3cnnn3)cc2)cc1OC	.	-8	2.9	.	.	.	-7	-3	4
COc1cnc(SCc2ccc(Cl)c(Cl)c2)nc1Cl	107	2	7.3	101	5	-11	6	.	-3
CCOC(=O)c1cccc(NC(=O)CCn2nc(C)c(S(=O)(=O)N3CCCCC3)c2C)c1	111	-26	-3.3	104	14	8	-11	-5	-1
COCCCN1C(=O)c2ccc(C(=O)O)cc2C1=O	108	3	-1.7	107	4	4	5	2	9
Cc1ccc(C(=O)NCCCc2ccccc2)s1	104	-8	-1.5	103	2	-3	-1	2	7
O=C(OC(C(=O)NCC1CCCO1)c1ccc(F)cc1)c1cccs1 (stereo unspecified)	102	-12	-1.8	99	0	3	0	-7	-17
COCCn1nnnc1C(c1cc2cc(OC)ccc2[nH]c1=O)N1CCC(Cc2ccccc2)CC1 (stereo unspecified)	94	1	-0.4	99	-1	-24	-2	-8	-22
OC(COC(c1ccc(F)cc1)c1ccc(F)cc1)CN1CCCC(C(F)(F)F)C1 (stereo unspecified)	100	-2	3.5	100	2	-3	-6	-10	-1
O=C1C2=C(c3ccccc31)[N+](=O)[C@@H]1CCCC[C@@H]1N2[O-]	102	2	-0.1	101	1	32	-2	-9	-3
NC(=O)CC(NC(=O)c1cccc(Br)c1)c1ccc(N2CCN(c3ccc(F)cc3)CC2)c([N+](=O)[O-])c1 (stereo unspecified)	98	-6	-1.0	98	-3	1	-3	-5	3
CC(=O)NC1(C(F)(F)F)NC(=O)N(CC(C)C)C1=O (stereo unspecified)	105	-1	0.7	104	5	-12	18	3	-4
CCOc1ccc2[nH]cc(C(=O)N3CCN(C4CCCCC4)CC3)c(=O)c2c1	103	-1	0.2	103	5	.	-3	-7	6
CC(C)CNC(=S)NNC(=O)c1nn(C)cc1Cl	103	-3	-0.3	99	1	-10	1	0	-9
Cc1ccc(N2C(=O)CSC2c2ccc3c(c2)OCO3)cc1 (stereo unspecified)	.	-10	0.2	.	.	4	-2	-8	2
CCOC(=O)c1ccc(S(=O)(=O)NNC(=O)c2ccc3c(c2)nc(C)n3CC)cc1	95	-21	0.2	103	2	-3	-6	-5	26
CC(C)(C)NC(=O)CN1CCC(O)(c2ccc3c(c2)OCO3)CC1	103	-2	-1.1	105	3	11	2	-5	0
CCOC(=O)C(C)N1C(=O)S/C(=C\c2ccc(-c3ccccc3C(=O)O)o2)C1=O (stereo unspecified)	96	-15	5.8	93	0	34	28	5	-18
COc1ccc(CN2C(=O)CN=C2Nc2ccc(C)cc2C)cc1	90	-4	-0.9	91	-1	21	-7	0	4
CCOc1cc(N2CCOCC2)c(OCC)cc1NC(=O)CN1CCc2ccccc2C1	95	-22	3.1	95	-1	-19	4	5	7
CCOc1cc(/C=C2/C(=O)N(c3ccccc3)N=C2C)ccc1OC(=O)c1ccco1	99	2	0.5	101	1	71	0	2	-14
CN(C)S(=O)(=O)c1cccc(NC(=O)c2cc3ccccc3o2)c1	95	-15	2.1	98	-2	12	-13	-5	-40
Cc1ccc2cc(N)ccc2n1	95	0	-1.2	99	-2	37	-4	3	7
C=CCOc1cccc(C2/C(=C(\O)c3ccc(F)cc3)C(=O)C(=O)N2CCN(C)C)c1 (stereo unspecified)	92	-3	3.4	98	3	-5	-2	-2	39
O=S(=O)(c1ccc(N2CCOCC2)nc1)N(Cc1ccccn1)Cc1ccccn1	95	-19	-0.7	98	-2	16	-1	-6	-1

Next records:
SMILES	MEKK2wt PB1 HTS	FID counter	CRFBP-R2 agonist	MEKK3 PB1 HTS	MEKK2mut PB1 HTS	UBC9 SUMO inh	HCV NS3 hel inh	GalR3 antag	CRFBP-R2 block
COc1ccc(C(=O)N/N=C/c2sc(N3CCOCC3)nc2-c2ccccc2)cc1OC	79	-8	-0.4	97	-10	-10	0	-1	-3
Cc1noc(C)c1/C=N/Nc1ccc2ccccc2n1	110	-4	-0.6	107	7	15	-2	3	-3
COc1ccc(C(=O)N/N=C/C2CC=CCC2)cc1OC (stereo unspecified)	82	-16	-2.6	103	-10	-12	11	-3	18
CC(NC(=O)c1ccc(NS(C)(=O)=O)cc1)c1ccccc1 (stereo unspecified)	105	2	2.6	100	4	2	-2	2	-7
CC(C)N1CCC(N2CCN(Cc3ccc4nonc4c3)CC2CCO)CC1 (stereo unspecified)	89	-1	33	84	-11	19	-4	-5	-9
CCC(C)NC(=O)c1ccc(N2CC3CC(C2)c2cccc(=O)n2C3)c(NC(=O)c2ccc(Br)o2)c1 (stereo unspecified)	98	-42	0.9	101	-1	14	2	5	1
C=CCNC(=S)NNC(=O)C(CCCC)CC(O)COCC(C)C (stereo unspecified)	81	-9	-0.9	82	-22	-3	-1	-5	-2
CCC(C(=O)Nc1cc(OC)c(NC(=O)c2ccccc2)cc1OC)c1ccccc1 (stereo unspecified)	96	-10	1.5	97	1	6	-3	-4	15
Cc1cccnc1CCNC(=O)CCc1nnc(CCc2ccccc2)o1	98	-19	-0.5	100	-2	9	0	-5	-26
Cc1ccc(O)c(Nc2c3ccccc3nc3ccccc23)c1	119	5	1.7	102	18	22	-25	-8	2
CC(C)Oc1ccc(CCC(=O)NNC(=O)c2ccccc2C(=O)O)cc1	95	-23	-0.6	93	-4	-10	-4	-10	-1
COc1cccc(C(=O)Oc2cc(N)n(S(=O)(=O)c3ccc(C)cc3)n2)c1OC	97	1	5.5	98	-4	-12	2	1	22
CCS(=O)(=O)c1nc(S(=O)(=O)c2ccc(C)cc2)c(NCCCN2CCCC2=O)s1	99	-29	-0.6	102	-2	-6	4	-4	-1
CC(C)c1nnc(SCc2ccc(CSc3nnc(C(C)C)n3N)cc2)n1N	94	-2	0.1	91	4	7	-3	-1	-1
O=C(CNC(=O)c1ccco1)NCC(=O)OCc1c(F)cccc1Cl	112	-4	-1.5	105	10	16	0	2	10
CCCc1cc(=O)oc2cc(C)cc(OC(C)C(=O)NCc3ccncc3)c12 (stereo unspecified)	108	-37	0.2	102	5	28	2	4	-10
COc1ccccc1CC1S/C(=N/N=C/c2ccco2)NC1=O (stereo unspecified)	97	-9	0.0	106	-1	21	-1	0	37
COc1ccc(CN2CCN(C(C)C(=O)NC(C)c3ccc(F)cc3)CC2)cc1F (stereo unspecified)	102	-5	-1.1	104	-4	-6	-1	-10	3
CCOC(=O)C(C)NC(=O)CCc1nnc2ccc(N3CCC(C)CC3)nn12 (stereo unspecified)	103	-26	-1.7	105	3	4	-9	-8	0
CC1CCCN(S(=O)(=O)c2cnc[nH]2)C1 (stereo unspecified)	99	-4	-0.5	100	6	6	-4	2	-5
Cn1c(=O)c(C(=O)CSc2nncs2)c(N)n(Cc2ccccc2)c1=O	97	-12	6.9	95	1	9	-5	1	7
O=C(NCc1ccc2c(c1)OCO2)c1ccc(-c2ccc(Cl)cc2)o1	100	-18	-0.6	96	-2	4	-9	-7	19
O=C(Nc1ccc(N2CCN(c3ccc(C(F)(F)F)cn3)CC2)nc1)c1cccs1	100	3	-1.0	104	13	1	0	-3	5
COc1ccc(CCNC(=O)c2cc(-c3ccccn3)nc3c(Cl)cccc23)cc1OC	92	-2	1.3	96	-7	1	9	2	6
CCc1nnc(NC(=O)C2Cc3ccccc3CN2S(=O)(=O)c2c(C)c(C)cc(C)c2C)s1 (stereo unspecified)	94	-9	-0.4	98	-3	-4	-4	-7	-33

Additional records follow:
SMILES	MEKK2wt PB1 HTS	FID counter	CRFBP-R2 agonist	MEKK3 PB1 HTS	MEKK2mut PB1 HTS	UBC9 SUMO inh	HCV NS3 hel inh	GalR3 antag	CRFBP-R2 block
Cc1ccc(NC(=S)Nc2cccc3cnccc23)cc1C	94	-3	0.7	94	-2	96	0	-8	14
Cc1ccc(CNC(=O)C2CCC(=O)N(C3CC3)C2)cc1 (stereo unspecified)	101	-8	1.3	103	4	7	0	0	-22
CC(C)CC(=O)Nc1ccc(S(=O)(=O)Nc2nccs2)cc1	95	-6	0.5	96	-3	5	6	-2	-1
O=S(=O)(c1ccc(OC(F)(F)F)cc1)N1CCC(O)(c2cccc(C(F)(F)F)c2)CC1	108	-18	15	111	12	-26	-1	-6	-36
CCCCCCCCCCCCC(=O)CCCCC(=O)O	99	-14	5.3	109	4	4	5	0	5
O=C(CSc1cn(CC(=O)N2CCOCC2)c2ccccc12)N1CCOCC1	101	-2	1.4	100	4	-10	4	-5	8
COc1ccc(NC(=O)O/N=C/c2ccccc2)cc1	100	-8	-0.6	101	2	8	-11	-3	-3
CCc1ccccc1NC(=O)CN1C(=O)C2CCCN2c2ncc(Cl)cc21 (stereo unspecified)	101	-2	1.2	104	0	0	-1	-4	6
NC(=O)C1CCN(c2nc(C3CC3)nc3c2nnn3Cc2ccccc2)CC1	104	-5	-1.5	97	3	7	-8	-4	-24
COc1ccccc1N1C(=O)c2ccc(C(=O)Nc3nccs3)cc2C1=O	93	-1	-1.7	97	-12	17	-5	-6	-14
CCOc1ccc2[nH]c3c(=O)n(CCc4ccc(OC)cc4)cnc3c2c1	97	-5	3.2	96	-2	37	-2	-5	23
COc1ccc(-c2csc(NC(=S)NC(=O)/C=C/c3ccco3)n2)cc1OC	104	-6	-1.8	101	-3	54	5	-3	-10
CCC(C)(C)n1nnnc1C(c1ccc(F)cc1)N1CCC(C(N)=O)CC1 (stereo unspecified)	98	-6	6.5	94	1	20	4	-8	17
COC(C[C@@H]1O[C@@H]1[C@H](O)[C@@H](C)OCc1ccccc1)OC	96	-9	-0.7	102	-6	2	-5	-7	0
COC(Cc1ccccc1N1CCCC1=O)OC	111	-7	0.6	100	-1	2	2	-6	2
Cn1c(=O)c2c(nc(N/N=C/c3ccc(OC(=O)c4ccco4)cc3)n2Cc2ccccc2Cl)n(C)c1=O	105	-2	4.1	109	-2	14	1	.	39
CCCc1c(C(=O)N/N=C/c2cccs2)nnn1-c1nonc1N	104	-10	-0.2	104	1	13	2	-1	-2
CC12CCC(C(=O)N(c3ccccn3)c3ccccn3)(OC1=O)C2(C)C (stereo unspecified)	96	-4	3.0	99	-3	-7	-2	-3	-18
Cc1cccc(NC(=O)CSc2nc3ccccc3nc2N2CCCCC2)c1	94	-29	2.0	99	-4	-5	-8	.	14
Cn1ncc(Br)c1C(=O)Nc1ccc(Br)cn1	96	1	-0.3	90	-2	7	14	-2	-2

High-throughput results as filed in PubChem BioAssay.
